# Source: PubChem BioAssay
# GLS inhibitor = qHTS for Inhibitors of Glutaminase (GLS). Glutaminase kidney isoform, mitochondrial (Homo sapiens), O94925. GLS enzymatic activity, qHTS titration. Potency, µM (titrated, usually from 45.5 µM), inactives show top-dose activity change, negative = inhibition, usual class: inhibitors. actives 0.21% (n = 410,000); also: potency is read from the fitted curve at half-maximal effect; % is scaled to controls: 0 for no effect and ±100 for the full control effect
# Target sequence (O94925 whole entry, looked up, canonical isoform): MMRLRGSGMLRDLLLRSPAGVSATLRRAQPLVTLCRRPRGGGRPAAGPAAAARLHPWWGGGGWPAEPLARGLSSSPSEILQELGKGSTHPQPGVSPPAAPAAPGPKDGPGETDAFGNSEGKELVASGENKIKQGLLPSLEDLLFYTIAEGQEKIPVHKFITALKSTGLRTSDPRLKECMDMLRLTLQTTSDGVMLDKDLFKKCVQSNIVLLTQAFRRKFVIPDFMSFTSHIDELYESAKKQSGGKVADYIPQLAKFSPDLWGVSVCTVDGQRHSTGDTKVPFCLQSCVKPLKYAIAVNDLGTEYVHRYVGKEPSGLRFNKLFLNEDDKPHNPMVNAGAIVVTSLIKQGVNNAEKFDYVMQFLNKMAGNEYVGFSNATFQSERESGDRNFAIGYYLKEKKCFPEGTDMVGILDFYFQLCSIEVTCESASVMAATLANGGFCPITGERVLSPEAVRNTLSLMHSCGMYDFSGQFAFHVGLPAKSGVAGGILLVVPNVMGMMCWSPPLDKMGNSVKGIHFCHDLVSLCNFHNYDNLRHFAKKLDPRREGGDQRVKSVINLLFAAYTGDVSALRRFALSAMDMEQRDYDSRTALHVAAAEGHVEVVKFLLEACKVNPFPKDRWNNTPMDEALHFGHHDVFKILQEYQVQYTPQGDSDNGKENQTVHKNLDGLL
#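 Human kidney-isoform GLS in 45 mM KH2PO4 pH 8.2, 0.02% Tween-20, with compound, started with 1mM L-Glutamine (added stock). Glutamate oxidase/HRP/Amplex red coupled fluorescence read at start and after 30 min at RT.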
# JMJD2A Tudor inh = qHTS Assay for Inhibitors of JMJD2A-Tudor Domain; Lysine-specific demethylase 4A (Homo sapiens), O75164; Potency, µM (titrated, usually from 114 µM), inactives show top-dose activity change, negative = inhibition, most hits filed as inhibitors; AlphaScreen JMJD2A-Tudor / H3K4me3 peptide binding; actives 4.4% (n = 390,000); AID 504339, 2011; also: potency is read from the fitted curve at half-maximal effect; % is scaled to controls: 0 for no effect and ±100 for the full control effect; nearly all actives have a fitted effect of over 50% in size
# BAZ2B inh = qHTS Assay for Inhibitors of BAZ2B. actives 4.4% (n = 360,000). Potency, µM (doses to about 114 µM), for the others: top-dose activity change, negative = inhibition, actives largely listed as inhibitors. AlphaScreen BAZ2B-H3K14Ac peptide displacement. AID 504333, 2011; also: potency is read from the fitted curve at half-maximal effect; % is scaled to controls: 0 for no effect and ±100 for the full control effect; nearly all actives have a fitted effect of over 60% in size
#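 Protein-peptide AlphaScreen: BAZ2B 50 nM, b-H3K14Ac 50 nM, 1x PBS pH 7.4 + 0.01% Tween-20. Preincubation 30 min RT; cpd 30 min RT (top 110 uM); beads 20 min RT, light-protected.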
# Tb PGK inh = qHTS Assay to Find Inhibitors of Phosphoglycerate Kinase; Phosphoglycerate kinase, glycosomal (Trypanosoma brucei brucei), P07378; PGK/GAPDH coupled, Kinase-Glo luminescence, 60 min; Potency, µM (series often up to 57.5 µM), without a hit: at the top dose activity change, negative = inhibition, most hits filed as inhibitors; actives 0.043% (n = 380,000); also: potency is read from the fitted curve at half-maximal effect; % is scaled to controls: 0 for no effect and ±100 for the full control effect; nearly all actives have a fitted effect of over 60% in size
#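 Luminescent ATP detection (Kinase-Glo Plus) follows a 60-minute room-temperature incubation, with wells lacking PGK as controls. Buffer: 100 mM TEA (pH 7.6), 5 mM MgCl2, 0.01% Tween-20. Coupling enzyme GAPDH (100 nM final) supplies unstable 1,3-BPG in-well.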
# G9a block = qHTS Assay for Inhibitors of Histone Lysine Methyltransferase G9a; G9a H3K9 monomethylation, AlphaScreen, 2 h; Potency, µM (highest dose often 102 µM), for the others: at the top dose activity, negative = inhibition, actives largely listed as inhibitors; Histone-lysine N-methyltransferase EHMT2 (Homo sapiens), Q96KQ7; AID 504332, 2011; actives 8.8% (n = 350,000); also: potency is read from the fitted curve at half-maximal effect; % is scaled to controls: 0 for no effect and ±100 for the full control effect; nearly all actives have a fitted effect of over 75% in size
#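 Signal arises when biotinylated H3K9 peptide, once monomethylated, bridges streptavidin donor and antibody-captured acceptor beads. Enzyme at 20 nM was preincubated 15 min with test compounds; peptide 500 nM and SAM 20 uM then reacted for 2 h.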
# PI4K2A inh = qHTS for small molecular inhibitors of PI4K2A; Phosphatidylinositol 4-kinase type 2-alpha (Homo sapiens), Q9BTU6; actives 0.13% (n = 420,000); purified PI4K2A, ADP-Glo luminescence, 1 h; stronger effect = lower value; activity change, negative = inhibition, % at 76.9 µM; in the data active = activity change below about -50%; inconclusive = mostly about -30% to -49%;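 also: -100% = wells without enzyme as full effect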
#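 ADP-Glo luminescence measured ADP generated by PI4K2A enzyme (4 ug/mL before mixing) with 1.2 mM PI substrate (pre-mix) and 300 microM ATP (pre-mix). Tris pH7.5 buffer with MgCl2, Triton X-100; 1 h reaction at ambient temperature.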
# ERG-DNA inh = qHTS for Small Molecule Inhibitors of the ERG Ets/DNA interaction | Transcriptional regulator ERG (Homo sapiens), P11308 | fluorescence polarization, His-ERG Ets domain / labelled DNA | Potency, µM (titrated, usually from 76.9 µM), for inactives: at the top dose FP activity, negative = inhibition, actives largely listed as inhibitors | actives 0.028% (n = 370,000) | AID 624246, 2012; active = well fitted inhibition curve with a large enough effect in the polarisation, with a control signal flat; inconclusive = small, poorly fitted or top-dose-only effect, or effect the other way, or a change in a side signal; inactive = no such curve, though single readings can be large or run the other way; the % refers to the polarisation;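 also: polarization taken with two DNA probes labelled with fluorescein and Texas red; potency is read from the fitted curve at half-maximal effect; % of control where 0% means no effect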
#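 His-tagged ERG Ets domain (1 uM in the protein solution; 300mM KCl, 50mM Tris-HCl, 1mM EDTA, 1mM DTT, pH 7.5) received compound, then a probe mix of 5 nM fluorescein-DNA and 100nM Texas-615-DNA. Fluorescence polarization was read for both dyes.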
# HP1b binding inh = HTS for Inhibitors of HP1-beta Chromodomain Interactions with Methylated Histone Tails; Potency, µM (series often up to 114 µM), for inactives: top-dose activity change, negative = inhibition, actives largely listed as inhibitors; AlphaScreen HP1-beta / biotin-H3K9me3 peptide binding; Chromobox protein homolog 1 (Homo sapiens), P83916; actives 0.56% (n = 390,000); also: potency is read from the fitted curve at half-maximal effect; nearly all actives have a fitted effect of over 70% in size; inactives centre near 23
# Target sequence (P83916 whole entry, looked up): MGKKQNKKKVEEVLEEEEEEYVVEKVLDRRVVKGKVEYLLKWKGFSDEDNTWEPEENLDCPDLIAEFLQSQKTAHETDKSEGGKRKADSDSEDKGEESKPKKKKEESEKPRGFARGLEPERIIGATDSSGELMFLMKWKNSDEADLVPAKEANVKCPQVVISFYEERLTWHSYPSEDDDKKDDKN
#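 HP1-beta protein (50 nM final) preincubated 30 min at room temperature with biotinylated H3(1-18)K9me3 peptide (50 nM) in PBS pH 7.4, 0.01% Tween-20, then compound added for 30 min. AlphaScreen streptavidin donor/nickel chelate acceptor beads (10 ug/mL final), 30 min dark, luminescence read.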
# Pin1 inh = qHTS Assay to Find Inhibitors of Pin1 | actives 0.009% (n = 390,000) | Pin1 FP peptide displacement, HiFluor488, 10 min | Potency, µM (top dose mostly 115 µM), without a hit: top-dose activity, negative = inhibition, usual class: inhibitors | Peptidyl-prolyl cis-trans isomerase NIMA-interacting 1 (Homo sapiens), Q13526 | AID 504891, 2011; active = well fitted inhibition curve with a large enough effect in the polarisation, with a control signal flat, not every such curve was filed as active; inconclusive = small, poorly fitted or top-dose-only effect, or effect the other way, or a change in a side signal; inactive = no such curve, though single readings can be large or run the other way; the % refers to the polarisation; also: potency is read from the fitted curve at half-maximal effect; % is scaled to controls: 0 for no effect and ±100 for the full control effect
# Target sequence (Q13526 whole entry, looked up): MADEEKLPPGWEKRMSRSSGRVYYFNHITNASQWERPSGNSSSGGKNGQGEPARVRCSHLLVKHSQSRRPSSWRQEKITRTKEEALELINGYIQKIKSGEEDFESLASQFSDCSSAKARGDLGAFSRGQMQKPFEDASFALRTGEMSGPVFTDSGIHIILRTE
# * marks the source's active call; other numbers are inactive results; i = inactive; ? = inconclusive; · = no result given; [ ] = dose if it differs, or a comment. Unless noted, calls follow the shape of the dose curve; as a rule, active = well fitted curve in the direction sought with a large enough effect; inconclusive = small, poorly fitted or top-dose-only effect, or another doubt; inactive = no such curve, though single readings can be large; an effect the other way counts as inactive or inconclusive.
SMILES,GLS inhibitor,JMJD2A Tudor inh,BAZ2B inh,Tb PGK inh,G9a block,PI4K2A inh,ERG-DNA inh,HP1b binding inh,Pin1 inh
Cc1cc(/C=N\NC(=O)CC(=O)NC2CCCCC2)c(C)n1-c1cccc(Cl)c1Cl,2.6%,?,?,i,-47.3%[59 µM],1.3,-3.8%,-22.7%,2.8%
Cc1nn(Cc2cccc(C(=O)N3CCCC(C)C3)c2)c(C)c1[N+](=O)[O-] (stereo unspecified),6.0%,-11.8%,-7.8%,-8.5%,2.6%[59 µM],-3.1,-5.8%,6.5%,-9.2%
COc1ccc2nc(SCC(=O)NC3CCCC3)c(C)cc2c1,-1.7%,-4.5%,1.1%,-0.6%,-5.2%,-2.3,-29.0%,28.4%,-11.4%
O=[N+]([O-])c1cccc(-c2ccc(/C=N/Nc3nc(N4CCCCC4)nc(N4CCCCC4)n3)o2)c1,-8.8%,?,?,4.4%,-22.8%,2.1,-5.4%,-1.2%,-3.7%
COc1ccccc1NS(=O)(=O)c1cc(NC(=O)COc2ccccc2)ccc1N1CCOCC1,2.4%,-15.3%,·,i,·,-0.2,20.1%,33.2%,6.3%
Cc1ccc(NC(=O)CSc2ncccn2)cc1S(=O)(=O)N1CCCCC1,-2.6%,-13.5%,6.3%,5.9%,?,1.1,5.1%,26.9%,3.7%
O=c1ccsn1Cc1ccccc1,?,39.8µM*,56.2µM*,-1.8%,?,-2.4,-4.4%,?,4.3%
COc1ccc(CCNC2CC(=O)N(C3CCCCC3)C2=O)cc1OC (stereo unspecified),-3.7%,-4.9%,-4.2%,-3.5%,-1.5%,1.3,2.7%,52.8%[activator],-5.7%
Cc1nc2c(C#N)c(-c3ccc(Cl)cc3)ccn2n1,2.1%,-4.2%,-2.0%,i,12.8%[59 µM],1.7,2.0%,47.2%[activator],-7.7%
Cc1ccc(SCCC(=O)N(C)CC(=O)Nc2c(C)cccc2C)cc1,-23.2%,0.7%,-17.8%,-3.2%,47.1%,0.1,-15.3%,29.1%,-3.2%
NC(=O)C1CCN(C(=O)c2ccc3c(=O)n(Cc4cccc(Br)c4)c(=S)[nH]c3c2)CC1,-9.8%,-31.2%,-22.0%,-7.3%,39.8µM*,3.5,20.0%,24.8%,1.0%
COc1ccc(OCC(=O)N2CCCC(CO)(CCOc3ccccc3)C2)cc1 (stereo unspecified),-0.6%,-23.4%,-18.1%,-0.1%,1.0%[0.0925 µM],3.3,-1.8%,25.5%,-11.1%
CCOC(=O)C1=C(C)N=c2s/c(=C/c3ccccc3)c(=O)n2C1c1ccc(OC)c(OC)c1 (stereo unspecified),-9.9%,-1.6%,9.3%,-9.9%,-2.1%[59 µM],-1.9,9.0%,19.6%,11.4%
COc1cc(OC)cc(-c2nc3n(n2)C(c2ccccc2F)C(C(=O)Nc2cccnc2)=C(C)N3)c1 (stereo unspecified),-3.3%,-29.4%,-11.3%,-7.7%,21.8%[59 µM],-2.2,-16.8%,14.3%,1.4%
Cc1cc(NC(=O)C(C)SCC(=O)OCC(=O)N(Cc2ccccc2)C(C)(C)C)no1 (stereo unspecified),-1.9%,-14.6%,-8.7%,1.0%,·,3.4,118.4%[activator],7.3%,15.2%
Cc1cccc(CSC2=NCCN2C(=O)c2ccco2)c1,-3.8%,15.9%,8.8%,-4.0%,17.3%,7.7,-5.1%,65.6%[activator],-0.3%
O=C(NCCc1ccncc1)Nc1ccccc1Cl,7.9%,-6.5%,4.7%,-5.2%[11.5 µM],2.8%[12.7 µM],-3.9,·,20.5%,-1.3%
Cc1ccnc(Sc2nc3c(c(=O)[nH]c(=O)n3C)n2CCCc2ccccc2)n1,-19.8%,-7.6%[57.1 µM],-1.8%,3.0%,-7.0%,-3.5,-0.6%,58.5%[activator],3.6%
c1ccc(C2C3=C(CCCC3)Nc3ncnn32)cc1 (stereo unspecified),2.4%,-27.0%,2.2%,·,13.2%[59 µM],-8.8,·,15.0%,-5.5%
CN1CCN(C(=S)Nc2ccc(Oc3ccccc3)cc2)CC1,7.9%,-14.6%,?,-4.4%,?,5.3,-14.7%,28.1%,-1.9%
COC(=O)c1cc(C(=O)N(Cc2ccccc2)c2ccccn2)cc([N+](=O)[O-])c1,-2.3%,-15.4%,?,·,12.7%[59 µM],-2.5,2.6%,19.7%,-0.2%
COc1cc2c(cc1OC)C(Nc1ccc(S(N)(=O)=O)cc1)=NC(C)(C)C2,-6.1%,-4.8%,3.6%,-15.5%,17.4%[59 µM],-1.0,3.6%,23.0%,-5.6%
CC(C)(C)C#CCn1c(/C=[N+](\[O-])C2CCCCC2)nc2ccccc21,6.6%,?,50.1µM*,-1.5%,·,0.0,-3.3%,23.9%,0.4%
COc1ccccc1N1CCN(C(=O)CSc2nc3ccccc3nc2N2CCC(C)CC2)CC1,4.0%,5.6%,8.7%,-7.0%,24.6%,-0.3,-6.9%,46.2%[activator],5.4%
COc1ccc(/C=N/Nc2ncnc3c2[nH]c2ccc(C)cc23)c(OC)c1OC,-9.0%,?,1.6%,-5.9%,-0.1%,1.4,1.9%,25.2%,21.1%
SMILES,GLS inhibitor,JMJD2A Tudor inh,BAZ2B inh,Tb PGK inh,G9a block,PI4K2A inh,ERG-DNA inh,HP1b binding inh,Pin1 inh
COc1cc(-c2noc(-c3ccc(NCc4ccco4)c([N+](=O)[O-])c3)n2)cc(OC)c1OC,2.4%,-15.9%,?,-3.2%,-23.7%[59 µM],-0.5,-2.2%,34.8%,27.5%
COc1ccc(-n2c(SCc3ccccc3)nc3c([nH]c4ccccc43)c2=O)cc1,-6.4%,-9.4%,0.6%,i,21.2%[59 µM],-1.1,-1.0%,48.5%[activator][57 µM],2.1%
COc1ccc([C@H]2CC(=O)C=C(c3cc(C=O)ccc3OC)C2)cc1OC,10.7%,-18.3%,-38.4%,8.7%,4.9%[2.33 µM],-1.8,3.4%,26.3%,-1.1%
COc1ccc(OC)c(NC2c3ncccc3C(=O)N2Cc2ccco2)c1 (stereo unspecified),26.7%,-33.8%,?,-3.3%,50.1µM*,-2.9,-7.0%,2.6%,-5.1%
Cc1ccc(C)c(S(=O)(=O)N2CCCC2CNC(=O)C(=O)NCc2ccccc2)c1 (stereo unspecified),2.3%,-15.7%,3.4%,1.9%,-17.5%,-3.9,·,24.4%,-3.2%
O=C(NCC(O)c1ccccc1)c1cccc(S(=O)(=O)N2CCOCC2)c1 (stereo unspecified),1.7%,-0.7%,-0.5%,-0.7%,0.5%[59 µM],-3.6,-8.5%,15.0%,-2.6%
COc1ccc(NC(=O)C2CC(=O)n3c(nc4ccccc43)N2)cc1 (stereo unspecified),-4.8%,-5.5%,-22.3%,-3.2%,31.8%,1.4,?,62.9%[activator],-0.5%
Cc1ccc2nc(NC(=O)CSc3ncnc4c3oc3ccccc34)sc2c1,9.3%,-14.9%,18.5%,-6.7%,-9.4%[59 µM],5.3,-6.1%,23.0%,31.9%[activator]
O=C(Cn1ncc2c3ccccc3n(Cc3ccccc3)c2c1=O)NCCc1ccc(Cl)cc1,-1.8%,-6.7%,1.5%,i,-1.1%[59 µM],-7.3,-4.1%,36.0%,-1.3%
CCCCC(=O)N1CCCC(C(=O)OCC)C1 (stereo unspecified),-6.1%,0.0%,13.8%,i,11.5%[59 µM],-3.4,0.6%,34.9%,-2.5%
Cc1ccccc1-c1nc2scc(CCNC(=O)c3ccco3)n2n1,8.7%,-15.3%,-13.3%,9.5%,11.2%[59 µM],-1.3,7.1%,18.1%[57 µM],16.0%
O=C(Oc1cccc(NC2=NS(=O)(=O)c3ccccc32)c1)c1cccnc1,-4.6%,-12.5%,-14.9%,10.3%,·,4.1,5.9%,39.2%[activator],2.4%
Cc1ccc(O)c(NC(=O)CCSc2nc(-c3ccco3)cc(C(F)(F)F)n2)c1,8.1%,-12.0%,-7.7%,2.0%,7.0%[59 µM],3.3,-1.2%,22.9%,4.2%
O=C(O)/C(=C\c1ccco1)NC(=O)c1ccccc1,-5.6%,-4.8%,-29.5%,-1.5%,-22.5%[59 µM],5.4,10.5%,39.0%[activator],-9.7%
O=c1cc(N2CCOCC2)cnn1-c1ccccc1,6.0%,-10.8%,1.8%,-7.8%,2.3%[59 µM],-1.7,-9.1%,13.2%,-1.9%
O=C1NC(Cc2c[nH]c3ccccc23)C(=O)N1c1ccc(F)cc1 (stereo unspecified),6.4%,-0.9%,8.5%,-7.6%,5.2%[59 µM],-0.4,5.5%,23.9%,-0.8%
